# NPC1 promoter act: qHTS Assay for NPC1 Promoter Activators; Huh7 NPC1 promoter luciferase reporter, 24 h; Potency, µM (top dose mostly 9.22 µM), for inactives: top-dose activation, hits mostly activators; hit rate 2.4% among 320,000; AID 485313, 2010;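 note: potency is the fitted concentration of half-maximal effect; % of control where 0% means no effect; nearly all actives have a fitted effect of over 60% in size; reporter is driven by a mutant NPC1 promoter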
#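 Cells: Huh7 expressing luciferase under the NPC1 promoter, 1500/well. Seeded 2 h, compound added, incubated 24 h at 37 °C. Luciferase reagent, 10 min ambient, then luminescence.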
# ELG1 genotox: qHTS screen for small molecules that induce genotoxicity in human embryonic kidney (HEK293T) cells expressing luciferase-tagged ELG1; HEK293T ELG1-luciferase reporter, luminescence, 16 h; Potency, µM (series often up to 46 µM), for inactives: top-dose activity change, positive = activation, actives largely listed as activators; hit rate 1.3% among 330,000; note: potency is the fitted concentration of half-maximal effect; % of control where 0% means no effect; nearly all actives have a fitted effect of over 60% in size
#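 16 hr compound incubation (37 °C, 5% CO2) of HEK293T cells carrying luciferase-tagged ELG1; luciferase then measured by ONE-Glo luminescence after 30 min at RT.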
# Giardia kill: Small Molecules that selectively kill Giardia lamblia: qHTS; Giardia lamblia trophozoite viability; activity change, % at 7.66 µM, hits read low; hit rate 0.15% among 340,000; AID 540267, 2011; in the data active = activity change below about -80%; inconclusive = between about -30% and that limit;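 note: parasites exposed to compound for two days anaerobically before the ATP read; % is set by controls: 0 for no effect and ±100 for the full control effect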
#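 Giardia trophozoites, 100 cells per well, were exposed to compounds for 48 hrs at 37 deg C under anaerobic conditions; viability was then read as ATP content by bioluminescence after 15-30 min at room temperature.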
# Rab9 prom act: qHTS Assay for Rab9 Promoter Activators | Huh7 Rab9 promoter-luciferase reporter, luminescence, 24 h | hit rate 2.8% among 320,000 | Potency, µM (titrated, usually from 9.22 µM), for the others: at the highest dose activation, negative = inhibition, usual class: activators; note: potency is the fitted concentration of half-maximal effect; % of control where 0% means no effect; nearly all actives have a fitted effect of over 60% in size
#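 Huh7 cells stably carrying Rab9 promoter–luciferase reporter, plated 1500 cells/well, compound added after 2 h and incubated 24 h at 37 °C; luciferase luminescence then read after 10 min with detection reagent.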
# RORgamma inh: qHTS for inhibitors of ROR gamma transcriptional activity | Nuclear receptor ROR-gamma (Mus musculus), P51450 | Drosophila S2 Gal4-RORgamma UAS-luciferase reporter, 20 h | Potency, µM (series often up to 53.6 µM), inactives show at the highest dose activity change, negative = inhibition, hits mostly inhibitors | hit rate 5.4% among 310,000 | AID 2551, 2010; note: potency is the fitted concentration of half-maximal effect; % is set by controls: 0 for no effect and ±100 for the full control effect; nearly all actives have a fitted effect of over 60% in size
# Target sequence (P51450 whole entry, looked up, the tested form may be a part): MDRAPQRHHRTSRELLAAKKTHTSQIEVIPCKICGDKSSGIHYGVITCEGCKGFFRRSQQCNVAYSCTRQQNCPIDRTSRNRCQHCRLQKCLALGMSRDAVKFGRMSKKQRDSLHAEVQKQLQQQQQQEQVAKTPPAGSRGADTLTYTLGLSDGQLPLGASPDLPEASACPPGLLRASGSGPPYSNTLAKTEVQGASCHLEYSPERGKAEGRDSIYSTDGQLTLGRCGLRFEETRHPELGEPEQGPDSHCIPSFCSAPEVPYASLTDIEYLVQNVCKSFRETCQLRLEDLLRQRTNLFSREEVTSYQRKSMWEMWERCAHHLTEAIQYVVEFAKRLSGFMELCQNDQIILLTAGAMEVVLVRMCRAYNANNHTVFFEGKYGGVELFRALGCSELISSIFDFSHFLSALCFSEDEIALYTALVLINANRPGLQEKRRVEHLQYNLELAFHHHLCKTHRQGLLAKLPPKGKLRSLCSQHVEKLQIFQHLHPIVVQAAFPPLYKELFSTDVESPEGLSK
#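 In this cell-based reporter format, copper sulfate (700 uM final) drives Gal4–ROR gamma fusion expression from a metallothionein promoter in Drosophila Schneider cells; compounds preincubated 1 hr, reporter read after 20 hr at ambient temperature.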
# Tb PFK inh: qHTS Assay to Find Inhibitors of T. brucei phosphofructokinase; ATP-dependent 6-phosphofructokinase (Trypanosoma brucei brucei), O15648; T. brucei PFK, ADP-Glo luminescence; Potency, µM (top dose mostly 57.5 µM), inactives show at the highest dose activity, negative = inhibition, hits mostly inhibitors; hit rate 0.17% among 330,000; AID 485367, 2010;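 note: potency is the fitted concentration of half-maximal effect; 0% = uninhibited 1x PFK enzyme wells and -100% = no-enzyme wells; nearly all actives have a fitted effect of over 60% in size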
# Target sequence (O15648 whole entry, looked up): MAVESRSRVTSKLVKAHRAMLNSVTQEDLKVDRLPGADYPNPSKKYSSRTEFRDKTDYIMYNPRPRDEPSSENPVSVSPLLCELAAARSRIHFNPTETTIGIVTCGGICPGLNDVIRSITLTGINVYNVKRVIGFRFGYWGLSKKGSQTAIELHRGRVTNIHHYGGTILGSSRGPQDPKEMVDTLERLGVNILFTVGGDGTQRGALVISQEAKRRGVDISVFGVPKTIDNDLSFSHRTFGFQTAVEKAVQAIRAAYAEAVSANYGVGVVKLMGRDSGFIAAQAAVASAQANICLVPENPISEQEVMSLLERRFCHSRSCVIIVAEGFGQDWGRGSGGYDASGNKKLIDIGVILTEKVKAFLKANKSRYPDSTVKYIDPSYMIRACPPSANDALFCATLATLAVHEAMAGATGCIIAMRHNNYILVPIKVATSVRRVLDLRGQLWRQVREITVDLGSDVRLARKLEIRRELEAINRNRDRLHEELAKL
#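 Compounds were pin-transferred as a titration series up to 57 uM into substrate buffer (0.5 mM F6P, 0.1 mM ATP, pH 8.0), then 1.25 nM PFK was added and reactions ran 45 min before ADP-Glo detection.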
# KCNH2 3.1 inh: qHTS for Inhibitors of KCHN2 3.1: Mutant qHTS. activity change, % (tested at about 1.8 µM). Potassium voltage-gated channel subfamily H member 2, brain isoform KCNH2 3.1 (human). AID 720553, 2013. U2OS KCNH2 3.1, thallium flux FluxOr; active compounds read low. hit rate 0.95% among 340,000;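 active = maximum activity change below -70%; inconclusive = maximum activity change from -70% to -50%; inactive = maximum activity change above -50%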;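 note: thallium influx rate constant from kinetic fluorescence after stimulation buffer; % is set by controls: 0 for no effect and ±100 for the full control effect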
#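 Channel expression came from 3.1 mutant virus (1.77 x 10^8 /mL) applied to suspended U2OS cells for 4 h. Flux was tracked with FluxOr dye plus Red40 quencher, and kinetic rate constants normalized to controls.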
# Gal4-VP16 FLuc: VP16 counterscreen qHTS for inhibitors of ROR gamma transcriptional activity; Drosophila S2 Gal4-VP16 UAS-luciferase, luminescence, 20 h; Potency, µM (doses to about 53.6 µM), inactives show at the highest dose activity, negative = inhibition, actives largely listed as inhibitors; hit rate 3.5% among 310,000; AID 2546, 2010;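 note: Gal4-VP16 expression switched on by copper sulfate through the metallothionein promoter; potency is the fitted concentration of half-maximal effect; % is set by controls: 0 for no effect and ±100 for the full control effect; nearly all actives have a fitted effect of over 50% in size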
# FLuc modulator: qHTS profiling assay for firefly luciferase inhibitor/activator using purifed enzyme and Km concentrations of substrates (counterscreen for miR-21 project); AID 588342, 2011; purified FLuc, Km substrates, luminescence inhibition; Potency, µM (series often up to 57.5 µM), for inactives: at the top dose activity change, negative = inhibition, hits mostly inhibitors; Luciferin 4-monooxygenase (Photinus pyralis), P08659; hit rate 6.9% among 360,000;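 note: potency is the fitted concentration of half-maximal effect; plate controls were vehicle for no effect and reference inhibitor for full effect; nearly all actives have a fitted effect of over 55% in size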
#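 Purified P. pyralis luciferase, 10 nM final, with Km-level 10 uM D-luciferin and 10 uM ATP in 50 mM Tris acetate pH 7.5, 10 mM Mg acetate, 0.01% Tween-20, 0.05% BSA; 6-point qHTS titration about 60 µM downward; luminescence read.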
# Coupling enz: qHTS Assay for Inhibitors of Fructose-1,6-bisphosphate Aldolase from Giardia Lamblia: Coupling assay counterscreen. hit rate 0.67% among 290,000. activity change, negative = inhibition, % at 58.2 µM, hits read low. coupling enzyme system counterscreen, AmpLite Red fluorescence; in the data active = activity change below about -30%; note: % is set by controls: 0 for no effect and ±100 for the full control effect
#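 Fluorescence at 525 nm excitation and 598 nm emission measured inhibition of the coupled detection system without aldolase. Compounds (at 57.5 uM final) were preincubated 10 min at room temperature with coupling enzyme reagent before a 20 min substrate/AmpLite Red step.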
# uPA surface inh: qHTS for Inhibitors of Cell Surface uPA Generation | cell surface uPA generation assay, qHTS | Potency, µM (highest dose often 38.3 µM), for inactives: at the top dose activity change, negative = inhibition, usual class: inhibitors | hit rate 0.31% among 330,000 | AID 540303, 2011; active = well fitted inhibition curve with a large enough effect; inconclusive = small, poorly fitted or top-dose-only effect; inactive = no such curve, though single readings can be large or run the other way; tested in mouse RAW 264.7 cells; note: potency is the fitted concentration of half-maximal effect; % is set by controls: 0 for no effect and ±100 for the full control effect; nearly all actives have a fitted effect of over 55% in size
# * hit, by the source's call; ? = inconclusive; / = not tested or not shown; & = joins results of further samples; [ ] = another dose, or the depositor's remark. Unless noted, calls come from the whole dose curve; as a rule, active = well fitted curve in the direction sought with a large enough effect; inconclusive = small, poorly fitted or top-dose-only effect, or another doubt; inactive = no such curve, though single readings can be large; an effect the other way counts as inactive or inconclusive.
SMILES,NPC1 promoter act,ELG1 genotox,Giardia kill,Rab9 prom act,RORgamma inh,Tb PFK inh,KCNH2 3.1 inh,Gal4-VP16 FLuc,FLuc modulator,Coupling enz,uPA surface inh
Cc1ccc(C)c(N2CCN(C(=O)c3cc4ccccc4oc3=O)CC2)c1,-6%,-6%,16,-3%,-17%,-4%,24,-12%,0%,2,6%
O=C(CSc1nnc(-c2cccs2)o1)N1CCc2ccccc21,8%,7%,16,19%,-13%,-2%,7,9%,?,0,0%
Cc1cs/c(=N\N=C2CCCCC2)n1Cc1ccco1,-3%,1%,?,2%,?,-4%,20,6%,2%,1,8%
COc1cc(C(=O)OCC(=O)NC(=O)C2CCCCC2)ccc1OC(F)F,-3%,7%,7,3%,0%,-2%,-5,2%,3%,-2,5%
O=C(NCCO)c1ccc2nc(-c3ccco3)c(-c3ccco3)nc2c1,1%,-9%,4,18%,-12%,-10%,8,-3%,15µM*,-47*,1%
CN(Cc1ccccc1)C(=O)c1cccc(NC(=O)Cc2cccc([N+](=O)[O-])c2)c1,/,-7%,28,/,/,-3%,19,/,/,/,5%
O=C(O)CSc1ncnc2c1oc1ccccc12,-2%,2%,15,10%,6%,7%,12,-8%,0%,6,-2%
COc1ccc(N2C(=O)CCC(C(=O)O)C2c2ccc(F)cc2)cc1 (stereo not given),-1%,1%,-2,4%,-1%,-6%,3,-3%,-2%,1,-7%
Cc1csc(NC(=O)CSc2nnc(C)s2)n1,14%,5%,-3,18%,-8%[10 µM],-2%,-8,2%,-7%,0,2%
O=[N+]([O-])c1ccc2c(c1)C(N1CCOCC1)/C(=C/COc1ccc(F)cc1)O2 (stereo not given),-1%,-9%,3,-4%,?,-3%,3,3%[0.365 µM],2%,-2,7%
Cc1cc(O)ccc1N1C(=O)c2cccc3cc([N+](=O)[O-])cc(c23)C1=O,-7%,4%,?,18%,-13%,-7%,-2,-2%,-2%,2,-1%
O=C(CNS(=O)(=O)c1ccc(C(=O)N2CCOCC2)cc1)N1CCOCC1,-16%,0%,6,0%,11%,-7%,-14,-1%,9%,3,0%
O=c1[nH]c(SCc2ccccc2Cl)nc2[nH]ncc12,7%,?,-10,-1%,6%,-1%,-4,25%,?,2,6%
CCc1ccccc1Nc1nc(N)nc(CSCC(=O)c2cc(C)n(C)c2C)n1,-2%,2%,2,-2%,-9%,-2%,14,2%,-11%,-1,0%
C=C(CO)C1Cc2cc(C(C)=O)ccc2O1 (stereo not given),1%,0%,8,1%,0%,-16%,7,16%,-10%,1,-9%
O=C(Nc1ccc(-c2cccc(F)c2)cc1)C1CCCN(Cc2ccccn2)C1 (stereo not given),-1%,-3%,2,-2%,13µM*,2%,-27,11µM*,-5%,-2,?
Cc1cccc(CSc2ncc(CO)n2C)c1,17%,5%,14,10%,22%,-3%,11,-1%,-14%,-7,0%
COc1ccc(CCNC(=O)Cn2c(=O)n(CC3CCCO3)c(=O)c3cc(OC)c(OC)cc32)cc1OC (stereo not given),-1%,0%,5,-2%,-6%,-2%,-141*,1%,-1%,0,-4%
CC(NC(=O)C(C)N1CCN(Cc2ccccc2)CC1)c1ccc(F)cc1 (stereo not given),5%,6%,-19,?,5%,1%,-6,0%,1%,2,1%
Cc1ccsc1/C=N/NC(=O)CNC(=O)c1ccc(S(=O)(=O)N(C)C)cc1,-5%,3%,3,-1%,9%,12%,7,1%,0%,4,6%
CC(C)C[C@H](NC(=O)OC(C)(C)C)C(=O)N[C@@H](CO)[C@H](O)[C@@H]1C[C@@H]1C(=O)NC1CC1,-3%,4%,0,1%,-8%,4%,34,17%,2%,-1,15%
O=C(Cc1csc(Nc2nc(=S)[nH]c3ccccc23)n1)NCc1cccc(Cl)c1,1%,8%,-2,-3%,6.3µM*,0%,14,?,0%,4,/
CSc1ncccc1C(=O)OCCCC(=O)c1ccc(F)cc1,/,1%,9,/,/,2%,-16,/,/,/,-2%
CC1CCCN(Cc2csc(N)n2)C1 (stereo not given),0%,-2%,-13,1%,-9%,-5%,-5,3%,-1%,2,4%
CCOC(=O)c1c(C)[nH]c(C)c1S(=O)(=O)NCC1CCN(Cc2cccc(Cl)c2)CC1,-6%,6%,4,2%,10%,1%,-121*,5%,3%,/,-4%

# Continuation:
SMILES,NPC1 promoter act,ELG1 genotox,Giardia kill,Rab9 prom act,RORgamma inh,Tb PFK inh,KCNH2 3.1 inh,Gal4-VP16 FLuc,FLuc modulator,Coupling enz,uPA surface inh
COc1ccc(NC(=O)c2cc3ccccc3cc2OC)cc1OC,-2%,1%,1,13%,2%,9%,10,-1%,27µM*,0,7%
O=C(c1cnsn1)N1CCN(c2ccccn2)CC1,-4%,2%,0,-3%,10%,2%,-4,?,0%,0,2%
Cc1cc(C(F)(F)F)c2c(=O)[nH]c(=O)n(Cc3ccccc3)c2n1,-1%,3%,-29,1%,-26%,-4%,16,-8%,1%,-12,-4%
O=C(COC(=O)c1ccccc1Cl)Nc1ccc2[nH]c(=O)[nH]c2c1,-1%,4%,14,-7%,/,-25%,43,/,2%,/,1%
Cc1ccc(C(=O)CSc2nc3cc(S(=O)(=O)N4CCOCC4)ccc3o2)cc1,-1%,-2%,-5,-9%,-14%[10 µM],-9%,2,8%,-2%,-2,4%
CCOC(=O)Nc1ccc(C(=O)c2ccncc2)cc1,-1%,0%,-7,-1%,0%,0%,-10,5%,-15%,-1,-45%
Cc1occc1C(=O)NCc1cccs1,0%,1%,36[activator],-1%,24%,-1%,32,1%,2%,1,-2%
O=C(Nc1cccc(Cl)c1Cl)c1snnc1-c1ccccc1,1%,-3%,7,0%,-6%,0%,-1,-10%,-3%,4,0%
COc1ccc(NC(=O)CSc2ccc(-c3cccnc3)nn2)c(OC)c1,2%,-4%,-10,9%,7%,-2%,5,3%,0%,-7,-5%
Cc1ccc2c(COC(=O)c3ccccc3Cl)cc(=O)oc2c1,?,15µM*,13,19%,-41%,-11%,-50,20%,0.85µM*,-1,6%
Cc1ccc(S(=O)(=O)N2CCCCC2)cc1C(=O)NC1CCCCC1,-5%,-10%,4,-4%,-18%,2%,-9,-10%,-2%,-4,0%
CC(C)CC(=O)N1CCC(O)(CS(=O)(=O)Cc2ccccc2)CC1,-3%,3%,14,1%,-2%,4%,-10,7%,0%,1,-2%
CC12CCC(=O)N1C(C(=O)Nc1cc(S(=O)(=O)N3CCCCCC3)ccc1OCC(F)(F)F)CS2 (stereo not given),-1%,-6%,5,-3%,/,-4%,-19,/,-2%,-1,-9%
O=C1CCCC2=C1C(c1ccccc1)C1=C(CCCC1=O)O2,-2%,-1%,/,3%,2%,-1%,/,-7%,2%,2,/
Cc1ccc(Cl)cc1NC(=S)NCCCSC1CCCCC1,-4%,-4%,-12,-18%,2µM*,-6%,7,?,-4%,-1,3%
COc1c(C(=O)N2CCCC2)ccc2ccccc12,0%,13%,18,-3%,4%,0%,17,18%,-1%,-2,2%
Cc1cc([N+](=O)[O-])nn1Cc1ccc(C(=O)N/N=C/c2ccc(O)cc2O)cc1,-17%,?,6,-28%,?,0%,1,-9%,-6%,1,7.1µM*
Cc1cc(/C=N/n2cnnc2)c(C)n1-c1cccc(C(=O)O)c1,0%,-4%,-4,-4%,-26%,7%,3,?,1%,2,4%
Cc1nn(-c2ccccc2)c(C)c1-c1cc(C(=O)N/N=C/c2ccc(O)cc2)[nH]n1,-1%,-6%,5,1%,?,1%,-2,17%,21µM*,0,-7%
COc1ccc(NC(=O)[C@@H](NS(=O)(=O)c2cccc(Cl)c2)C(C)C)cc1S(=O)(=O)N1CCOCC1,/,0%,-11,/,/,1%,-1,/,/,/,11%
O=C(O)C1C2CCC(O2)C1C(=O)NCc1ccccc1Br (stereo not given),-6%,-1%,-4,0%,?,6%,1,2%,2%,1,0%
CCOc1ccc(S(=O)(=O)N2CCCCC2)cc1NC(=O)CCNC(=O)c1ccco1,-4%,2%,7,0%,/,2%,10,/,-1%,/,-2%
COc1ccc(C)cc1NC(=O)CN(C)S(=O)(=O)c1ccc2c(c1)CCCN2C(C)=O,-4%,-6%,9,-5%,1%,3%,11,0%,0%&0%,0,-5%

# Screening results from PubChem.
